Compound activity: PubChem, several laboratories
Rv3671c protease – Rv3671c serine protease inhibitors, primary screen, biochemical, fluorescence polarization, M. tuberculosis H37Rv; 0.048% of 320,000 active; P9WHR9; AID 2606, 2010; inhibition, % at 5.96 µM; in the data active = inhibition above about 38%;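 note: extracellular domain of Rv3671c used as enzyme; 0% = enzyme with DMSO and 100% = no enzyme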
Target sequence (P9WHR9 whole entry, looked up, the tested form may be a part): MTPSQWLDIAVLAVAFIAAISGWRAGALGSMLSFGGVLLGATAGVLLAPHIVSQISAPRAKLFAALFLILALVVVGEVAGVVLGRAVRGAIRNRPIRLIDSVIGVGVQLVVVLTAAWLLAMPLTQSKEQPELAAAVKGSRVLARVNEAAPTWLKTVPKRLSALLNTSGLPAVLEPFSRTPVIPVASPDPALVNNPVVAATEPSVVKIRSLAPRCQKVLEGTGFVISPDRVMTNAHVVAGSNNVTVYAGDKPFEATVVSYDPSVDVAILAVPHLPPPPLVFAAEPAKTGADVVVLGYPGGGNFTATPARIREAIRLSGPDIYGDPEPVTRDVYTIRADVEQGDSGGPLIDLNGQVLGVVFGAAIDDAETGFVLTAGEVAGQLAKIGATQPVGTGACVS
SSB-PriA inh – inhibitors of Klebsiella pneumoniae PriA binding to SSB C-terminal tail, primary screen, biochemical, AlphaScreen; 0.6% of 430,000 active; inhibition, % at 33 µM; AID 1272365, 2023; AlphaScreen SSBct-PriA binding, biotinylated peptide; PriA–SSB C-terminal tail interaction (Klebsiella pneumoniae); in the data active = inhibition mostly above about 37%, no sharp cut-off; inactive = mostly below about 20%;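 note: plate controls were negative control peptide for no effect and reference peptide for full effect; strong numbers were not always called active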
Y pestis TopoI – Yersinia pestis topoisomerase I inhibitors, primary screen, biochemical, cleavage product accumulation, plate reader, single point; DNA topoisomerase I (Yersinia pestis CO92); Y. pestis Topo-I cleavage product accumulation; activity, % at 10 µM; 0.064% of 360,000 active; AID 504884, 2011; in the data active = activity above about 50%, passing the limit was not always enough; note: inactives centre near 2
CCHF vOTU inh – CCHFV vOTU protease inhibitors, primary screen, biochemical, Pep-AMC substrate, fluorescence. Crimean-Congo hemorrhagic fever virus L polyprotein viral ovarian tumor (vOTU) protease …. inhibition, % at 11.5 µM. 0.55% of 370,000 active; in the data active = inhibition above about 30%; note: 0% = vehicle wells with enzyme and 100% = no enzyme wells
MazF activator – activators of E. coli MazEF toxin-antitoxin RNase, primary screen, biochemical, fluorescence, uHTS; AID 504720, 2011; 0.32% of 350,000 active; Endoribonuclease toxin MazF (Escherichia coli (strain K12)), P0AE70; activation, % at 20 µM; FAM/BHQ RNA-DNA oligo cleavage fluorescence, 5 h; in the data active = activation above about 50%
Target sequence (P0AE70 whole entry, looked up): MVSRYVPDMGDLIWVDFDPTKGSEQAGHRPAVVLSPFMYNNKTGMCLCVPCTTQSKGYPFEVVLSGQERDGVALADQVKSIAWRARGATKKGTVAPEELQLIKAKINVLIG
PrPC TRFRET – inhibitors of human cell surface prion protein PrPC, primary screen, cell-based, TR-FRET | Major prion protein (Homo sapiens), P04156 | TR-FRET read-out | inhibition, % at 13.8 µM | 0.43% of 370,000 active | AID 720596, 2013; in the data active = inhibition above about 24%; note: 0% = median of the test wells and 100% = reference compound wells
3CLpro inhibitor – SARS-CoV 3CLpro protease inhibitors, primary screen, biochemical, quenched FRET; Replicase polyprotein 1ab (Severe acute respiratory syndrome coronavirus), P0C6X7; AID 1706, 2009; inhibition, % at 6 µM; 0.14% of 290,000 active; recombinant SARS-CoV 3CLpro, quenched FRET peptide cleavage; in the data active = inhibition above about 12%
TcdB inh – TcdB glycohydrolase inhibitors, primary screen, biochemical, single point, plate reader; Toxin B (Clostridioides difficile), P18177; TcdB glycohydrolase enzymatic assay; inhibition, % at 9.99 µM; 0.24% of 350,000 active; in the data active = inhibition above about 10%
Vc quorum ag – inducers of Vibrio cholerae quorum light production without autoinducers, primary screen, BH1578 luxS cqsA deficient, single point | V. cholerae BH1578 lux reporter, luminescence, 6 h | activation, % at 18.7 µM | 0.16% of 350,000 active | AID 588436, 2011; in the data active = activation mostly above about 9.7%, no sharp cut-off; note: not every result past the cut was called active; inactives centre near 0; reference of the scale not given here
VHR inh abs – VHR1 phosphatase inhibitors, primary screen, biochemical, absorbance, uHTS | Dual specificity protein phosphatase 3 (Homo sapiens), P51452 | recombinant VHR phosphatase, pNPP absorbance | inhibition, % at 13.3 µM | 0.52% of 290,000 active; in the data active = inhibition above about 50%; note: some compounds called inactive have numbers as strong as hits
Target sequence (P51452 whole entry, looked up): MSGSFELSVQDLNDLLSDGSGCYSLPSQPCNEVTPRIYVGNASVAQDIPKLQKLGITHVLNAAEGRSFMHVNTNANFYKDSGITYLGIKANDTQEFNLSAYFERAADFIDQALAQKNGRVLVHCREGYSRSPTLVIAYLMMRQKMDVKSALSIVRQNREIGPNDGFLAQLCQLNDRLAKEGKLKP
* = called active by the depositor; i = inactive; / = not tested or not shown; & = joins results of further samples. Not all compounds are listed (hit frequency here may not be typical).

SMILES	Rv3671c protease	SSB-PriA inh	Y pestis TopoI	CCHF vOTU inh	MazF activator	PrPC TRFRET	3CLpro inhibitor	TcdB inh	Vc quorum ag	VHR inh abs
Cc1ccc(/C(O)=C2\C(=O)C(=O)N(C)C2c2ccccc2)cc1 (stereo unspecified)	/	/	2	3	4	-3	/	4.5	i	/
O=C(c1cc(Sc2cccc(Cl)c2)nc2ccccc12)N1CCN(c2ccccn2)CC1	-18	-6	1	10	-10	12	2	1.3	i	6
COc1ccc(-c2nn(CCC(=O)O)cc2CCC(=O)O)cc1	-4	-11	-5	0	0	-2	7	/	i	9
CCc1nc2ccc(C(=O)N3CCN(c4cccc(OC)c4)CC3)cc2nc1CC	2	9	26	-1	3	-2	0	0.1	-3.1	-18
CCOC(=O)C1(Cc2cccc(F)c2)CCN(C(=O)C2CCCO2)CC1 (stereo unspecified)	11	-10	4	5	4	-1	-1	1.4	-0.2	8
CC(C)(C)C(=O)Nc1c2c(nn1-c1ccc(F)cc1)CSC2	2	5	8	4	12	-2	-2	0.4	i	-7
COc1cc(O)c(NC(C)=O)c2nonc12	-28	-9	-4	40*	3	-6	-3	-16	1.5	-1
C=CCC[C@@H](Cc1ccc(F)cc1)C(=O)OC[C@@H](Cc1c[nH]c2ccccc12)NC(=O)[C@H](CC=C)CC(=O)N[C@H](CO)Cc1ccccc1	-4	-2	15	5	3	0	/	1.5	1.0	/
CCO[C@H]1OC(C(=O)N2CCN(Cc3ccc4c(c3)OCO4)CC2)=C[C@@H](c2ccc(C(F)(F)F)cc2)[C@@H]1CCCO	-4	6	18	17	1	7	-1	0.9&1.9	i	35
O=C1CCCC(O)=C1Sc1cc(Cl)c(Cl)cc1Cl	15	-8	-3	-5	8	0	/	0.5	i	/
O/N=C(\c1ccc(Cl)cc1)c1cc2ccccc2o1	-5	/	7	-10	-7	-3	7	1.9	-2.8	26
Cc1nn(C)cc1-c1csc(N)n1	-4	-16	6	17	6	8	-1	2.5	-0.2	4
CCSc1nnc(NC(=O)c2csc3c2CCC(C)C3)s1 (stereo unspecified)	-3	-12	-1	-1	-22	-3	1	/	i	2
COc1ccc(C2=NN(C(=O)CSC3=NN4CCCC(=O)N=C4S3)C(c3cccc(OC)c3OC)C2)cc1 (stereo unspecified)	-1	-1	36	9	3	2	2	-7.2	i	6
COC(=O)c1ccc(CNC(=O)c2c3c(nc4ccccc24)CCN(Cc2ccccc2)C3)cc1	-7	5	14	10	15	-12	2	/	-0.2	18
CCCc1nc2ccccc2c(C(=O)OCC(=O)Nc2ccc(S(=O)(=O)N3CCOCC3)cc2)c1CC	-160	-12	-10	7	-4	14	4	/	-1.2	43
COC(=O)c1ccccc1NC(=O)N1CCN(c2ccc(F)cc2)CC1	8	-9	0	-4	5	-4	4	0.9	i	1
CCN1/C(=C/c2cc[n+](CCCS(=O)(=O)[O-])c3ccccc23)Sc2ccccc21	-14	/	3	3	-101	-20	-3	2.0	-0.2	22
Cn1nnnc1SCC(=O)N1CCN(C(c2ccccc2)c2ccccc2)CC1	6	-5	16	8	-1	7	-4	/	-0.5	22
OC(c1ccc(Cl)c(F)c1)c1ncc(-c2ccccc2C(F)(F)F)[nH]1 (stereo unspecified)	/	/	-10	-1	/	8	/	2.0	i	/
Cc1ccc(N(C(=O)NC2CCCCC2)C2=NCCCCC2)cc1	-10	14	0	-5	2	-6	-3	0.7	i	24
CCn1cc(CNC(=O)c2cc(COc3ccc(F)cc3F)on2)cn1	5	-8	0	-5	0	3	0	-0.2	-0.2	30
Cc1ccc(CN(C)C(=O)CN2C(=O)NC3(CCCC3)C2=O)o1	0	-2	-5	-3	-3	-4	/	0.9	-0.3	/
O=C(NCCN1CCCC1)C1COc2ccccc2O1 (stereo unspecified)	-2	-6	9	-7	-13	1	1	/	-2.1	18
C=CCNc1sc(C(=O)C(C)(C)C)c(N)c1C#N	-3	-4	5	2	9	-1	3	/	-1.0	-13
Further compounds:
SMILES	Rv3671c protease	SSB-PriA inh	Y pestis TopoI	CCHF vOTU inh	MazF activator	PrPC TRFRET	3CLpro inhibitor	TcdB inh	Vc quorum ag	VHR inh abs
COc1ccccc1-c1cn(S(=O)(=O)c2ccc(F)cc2)nc1N	2	-1	-4	5	5	5	-4	/	-0.4	4
O=C(COC(=O)CCCN1C(=O)c2cccc3cccc(c23)C1=O)Nc1ccc(Cl)cc1	5	-8	32	1	-4	-7	-1	1.4	i	39
CC1CCN(Cc2c(C(=O)N/N=C/c3cccc(Cl)c3)nnn2-c2nonc2N)CC1	-2	/	22	14	-1	5	-7	4.4	i	-14
COc1cccc(C(=O)Nc2ccc(NC(=O)C3CCCCC3C(=O)O)cc2)c1 (stereo unspecified)	-5	1	7	3	-3	5	-1	-0.6	i	6
CCOCCCNS(=O)(=O)c1ccc2c(c1)CCN2C(=O)CC	4	-17	6	7	0	0	2	/	-2.0	20
COc1ccc(N2C(=O)CN=C2Nc2nc(C)cc(C)n2)cc1OC	1	-26	-2	3	3	10	0	/	0.9	32
COc1ccc(-n2c(C)cc(C(=O)CSc3nnc(-c4cccs4)o3)c2C)cc1	-14	-3	42	11	-5	9	1	/	i	10
Cc1ccc(N(CC(=O)NC(C)(C)C)C(=O)CCC(=O)Nc2ccccn2)cc1	/	/	5	3	4	4	/	-0.3	5.0	/
O=C1CN(C(=O)c2ccccc2)C(c2ccccc2)c2cc(F)ccc2N1 (stereo unspecified)	-11	7	5	-6	0	-3	-5	0.2	i	83
O=C(c1cc2ccccc2cc1O)N1CCN(c2cccc(Cl)c2)CC1	-9	11	15	1	0	1	/	4.2	-0.3	/
COc1ccc(Nc2nc3cc(C)ccc3cc2C#N)cc1	4	-11	2	-3	32	20	-1	1.5	i	11
O=C(COC(=O)c1ccccc1NC(=O)c1ccco1)Nc1ncc(Cl)cc1Cl	-18	-1	-1	14	-8	-2	5	/	i	21
O=C(Nc1cccc(Cl)c1Cl)c1ccc(-c2ccccc2)cc1	1	5	11	9	-4	1	-2	/	-0.5	24
Cc1ccccc1OCC(=O)Nc1cccc(S(=O)(=O)NC2=NCCC2)c1	-9	-4	1	0	4	7	/	0.5	i	/
CCOc1cccc(N2C(=O)CC(=O)NC2=O)c1	-2	-6	6	4	0	-5	6	/	-0.3	0
C(=N\Nc1nncc2ccccc12)/c1ccccc1	3	i	1	6	0	-2	-1	1.1	-1.4	22
CS(=O)(=O)N(CC(=O)N1CCN(Cc2ccccc2)CC1)c1cccc([N+](=O)[O-])c1	0	-13	-2	23	4	-18	1	1.1	-1.0	-8
Cc1ccc(C)c(NC(=O)c2cc(-c3cc(C)c(C)cc3O)n[nH]2)c1	-45	8	-1	-5	20	5	0	1.1	i	2
O=C(NCC1CCCO1)C1CCN(C2CCN(Cc3cccs3)CC2)CC1 (stereo unspecified)	2	1	6	-3	-13	-2	-2	-1.1	i	13
CC1(C)S/C(=N/N=C/c2cccs2)NC1=O	2	/	0	12	2	1	4	/	-0.3	17
CN(c1ccc(C(=O)N2CCOCC2)cc1)S(C)(=O)=O	7	-11	1	-2	-2	0	3	0.9	-0.1	17
NC(=O)NO	1	1	-3	0	1	9	/	0.0	-0.6	/
O=C(CN1CCCC1)Nc1sc2c(c1C(=O)Nc1ccccc1)CCCC2	/	-6	1	-7	6	-6	2	-1.2	-0.3	0
O=S(=O)(NCCc1ccccc1)c1ccc(Cl)nc1	-8	-16	-3	-3	-9	-5	5	/	-0.2	0
COc1cccc(N2C(=O)CC(N3CCN(CCN=CC4=C(O)CC(C)(C)CC4=O)CC3)C2=O)c1 (stereo unspecified)	-9	-7	-6	-2	10	7	0	0.7	1.0	18
CCN(CC)c1ccc(S(=O)(=O)N2CCOCC2)cc1NC(=O)CN1C(=O)NC2(CCC(C)CC2)C1=O (stereo unspecified)	9	-15	8	1	0	-2	/	1.9	-0.8	/
COC(=O)c1ccc(NN=Nc2ccc(C)cc2)cc1	-5	15	-2	25	0	14	-3	/	-0.1	2
Cc1cc(C(=O)COC(=O)c2ccc3c(c2)NC(=O)CS3)c(C)n1CC1CCCO1 (stereo unspecified)	0	15	8	12	5	5	-1	/	-0.2	-7
COc1ccc(CCNC(=O)CSc2nc3[nH]ncc3c(=O)n2-c2ccc(Cl)cc2Cl)cc1OC	-6	-10	13	-3	0	6	0	1.3	-0.3	6

14 entries from above, with two lines to a compound:
Value order – Rv3671c protease, SSB-PriA inh, Y pestis TopoI, CCHF vOTU inh, MazF activator, PrPC TRFRET, 3CLpro inhibitor, TcdB inh, Vc quorum ag, VHR inh abs
> COc1ccc(Nc2nc3cc(C)ccc3cc2C#N)cc1
→ 4, -11, 2, -3, 32, 20, -1, 1.5, i, 11
> O=C(COC(=O)c1ccccc1NC(=O)c1ccco1)Nc1ncc(Cl)cc1Cl
→ -18, -1, -1, 14, -8, -2, 5, /, i, 21
> O=C(Nc1cccc(Cl)c1Cl)c1ccc(-c2ccccc2)cc1
→ 1, 5, 11, 9, -4, 1, -2, /, -0.5, 24
> Cc1ccccc1OCC(=O)Nc1cccc(S(=O)(=O)NC2=NCCC2)c1
→ -9, -4, 1, 0, 4, 7, /, 0.5, i, /
> CCOc1cccc(N2C(=O)CC(=O)NC2=O)c1
→ -2, -6, 6, 4, 0, -5, 6, /, -0.3, 0
> C(=N\Nc1nncc2ccccc12)/c1ccccc1
→ 3, i, 1, 6, 0, -2, -1, 1.1, -1.4, 22
> CS(=O)(=O)N(CC(=O)N1CCN(Cc2ccccc2)CC1)c1cccc([N+](=O)[O-])c1
→ 0, -13, -2, 23, 4, -18, 1, 1.1, -1.0, -8
> Cc1ccc(C)c(NC(=O)c2cc(-c3cc(C)c(C)cc3O)n[nH]2)c1
→ -45, 8, -1, -5, 20, 5, 0, 1.1, i, 2
> O=C(NCC1CCCO1)C1CCN(C2CCN(Cc3cccs3)CC2)CC1 (stereo unspecified)
→ 2, 1, 6, -3, -13, -2, -2, -1.1, i, 13
> CC1(C)S/C(=N/N=C/c2cccs2)NC1=O
→ 2, /, 0, 12, 2, 1, 4, /, -0.3, 17
> CN(c1ccc(C(=O)N2CCOCC2)cc1)S(C)(=O)=O
→ 7, -11, 1, -2, -2, 0, 3, 0.9, -0.1, 17
> NC(=O)NO
→ 1, 1, -3, 0, 1, 9, /, 0.0, -0.6, /
> O=C(CN1CCCC1)Nc1sc2c(c1C(=O)Nc1ccccc1)CCCC2
→ /, -6, 1, -7, 6, -6, 2, -1.2, -0.3, 0
> O=S(=O)(NCCc1ccccc1)c1ccc(Cl)nc1
→ -8, -16, -3, -3, -9, -5, 5, /, -0.2, 0
